SENP8 block-1: SENP8 (human) protease inhibition; Q96LD8; recombinant SENP8, Nedd8 substrate fluorescence; inhibition, % at 20 µM; 360,000 tested, 0.64% active; AID 602440; in the data active = inhibition mostly above about 40%, no sharp cut-off; inactive = mostly below about 27%
HKDC1 inhibitor: blocks human hexokinase HKDC1 activity. Q2TB90. inhibition, % at 20 µM. recombinant HKDC1, G6PDH/diaphorase resazurin coupled fluorescence. AID 493160. 340,000 tested, 0.16% active;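 active = inhibition above about 35% when tested at 20 µM, limit read from the data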;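 note: plate controls were DMSO wells with enzyme for no effect and DMSO wells lacking enzyme for full effect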
Target sequence (Q2TB90 whole entry, looked up): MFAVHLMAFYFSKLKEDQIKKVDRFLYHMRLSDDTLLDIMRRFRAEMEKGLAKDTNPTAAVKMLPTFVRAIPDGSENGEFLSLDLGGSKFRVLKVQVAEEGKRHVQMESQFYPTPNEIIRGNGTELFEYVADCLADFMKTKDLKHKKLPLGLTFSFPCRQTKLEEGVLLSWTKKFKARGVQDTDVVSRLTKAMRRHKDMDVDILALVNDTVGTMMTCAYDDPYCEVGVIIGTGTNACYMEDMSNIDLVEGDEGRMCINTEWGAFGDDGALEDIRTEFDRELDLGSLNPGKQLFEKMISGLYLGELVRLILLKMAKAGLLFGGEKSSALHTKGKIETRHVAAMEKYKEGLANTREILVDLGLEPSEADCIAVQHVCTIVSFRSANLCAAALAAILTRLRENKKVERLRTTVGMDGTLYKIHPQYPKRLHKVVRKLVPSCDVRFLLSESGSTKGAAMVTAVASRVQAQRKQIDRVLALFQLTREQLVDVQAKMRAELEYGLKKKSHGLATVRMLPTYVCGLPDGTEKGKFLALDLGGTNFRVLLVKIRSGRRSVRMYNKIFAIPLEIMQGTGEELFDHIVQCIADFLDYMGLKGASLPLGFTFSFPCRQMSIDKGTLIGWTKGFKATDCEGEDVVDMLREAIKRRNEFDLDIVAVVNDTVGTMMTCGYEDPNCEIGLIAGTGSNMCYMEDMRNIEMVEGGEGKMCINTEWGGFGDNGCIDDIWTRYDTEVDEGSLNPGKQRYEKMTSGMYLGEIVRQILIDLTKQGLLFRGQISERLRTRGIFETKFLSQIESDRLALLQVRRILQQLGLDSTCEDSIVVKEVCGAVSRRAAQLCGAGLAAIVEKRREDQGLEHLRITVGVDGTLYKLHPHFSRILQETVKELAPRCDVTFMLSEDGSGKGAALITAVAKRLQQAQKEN
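Assay system: recombinant HKDC1 hexokinase; detection: coupled resazurin fluorescence, excitation 525 nm, emission 613 nm; benchmarks: DMSO-plus-enzyme-mix negative control, buffer-substituted positive control; compound dosing: single 20 µM dose; schedule: 90 min at room temperature in dark; also added: glucose plus 1 mM ATP as hexokinase substrates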
SENP1 FRET inh: blocks the human SENP1 SUMO protease catalytic domain. Q9P0U3. recombinant SENP1 catalytic domain, CyPet-SUMO1-YPet FRET cleavage. inhibition, % at 10 µM. 360,000 tested, 0.21% active. AID 624204;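 active = inhibition at least 30% at 10 µM, raw YFP signal under a set limit, fluorescence ratio 0.5 to 1.5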;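 note: 0% = enzyme with DMSO and 100% = no enzyme wells; some results filed as inactive read as strong as hits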
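Test system: hSENP1 catalytic domain, recombinant; Amount: 20 pM final SENP1 enzyme; Medium: Tris pH 8 buffer plus EDTA, NaCl, BME, BSA, NP40, catalase; Schedule: 50 min enzyme reaction, room temperature, light-protected; Technique: FRET fluorescence in CFP and YFP emission channels; Controls: no-enzyme wells low, DMSO-plus-enzyme wells high control.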
UBC13 polyUb: blocks human UBC13 polyubiquitin chain formation; 330,000 tested, 0.47% active; P61088; AID 485273; inhibition, % at 20 µM; TR-FRET; in the data active = inhibition above about 45%, passing the limit was not always enough
Target sequence (P61088 whole entry, looked up): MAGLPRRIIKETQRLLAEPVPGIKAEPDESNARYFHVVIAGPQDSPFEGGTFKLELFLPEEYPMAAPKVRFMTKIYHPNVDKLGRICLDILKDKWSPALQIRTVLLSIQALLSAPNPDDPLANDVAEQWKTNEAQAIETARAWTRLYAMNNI
SENP7 inh: inhibitors of human SENP7 protease; recombinant SENP7, Z-RLRGG-aminoluciferin luminescence, 40 min; inhibition, % at 5 µM; 330,000 tested, 1.5% active; AID 434973;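 active = inhibition above about 50% at the single test dose, limit read from the data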;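 note: plate controls were DMSO with enzyme for no effect and no enzyme buffer wells for full effect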
beta cell repl: inducers of beta-cell replication in MIN6 cells; MIN6 cells proliferation, ATPlite luminescence, 48 h; cells starved in 0.2% serum; 100% = growth in 10% serum; proliferation, % at 10 µM; 330,000 tested, 0.29% active; AID 2380;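 active = compounds whose signal lies at least 3.5 SD above the mean of all wells on their plate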;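 note: 0% = DMSO-treated cells in low-serum medium and 100% = 10% serum control; some compounds called inactive have numbers as strong as hits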
SENP8 block-2: blocks the human protease SENP8; 330,000 tested, 1.2% active; purified SENP8, Z-RLRGG-aminoluciferin cleavage, luminescence; inhibition, % at 10 µM; Q96LD8; AID 2540; in the data active = inhibition above about 50%
SENP6 inh: SENP6 protease inhibition; Q9GZR1; Recombinant SENP6 catalytic domain, aminoluciferin luminescence; 330,000 tested, 1.8% active; inhibition, % at 10 µM;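 active = inhibition above about 50% at the single tested dose, limit read from the data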;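 note: plate controls were DMSO wells with enzyme for no effect and DMSO wells lacking enzyme for full effect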
PfG6PD inh: PfG6PD (Plasmodium falciparum) enzyme inhibition; 350,000 tested, 0.78% active; inhibition, % at 20 µM; PfGluPho enzyme, NADPH resazurin-diaphorase fluorescence;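 active = inhibition reaching at least a set limit at 20 µM in the primary screen, cut at about 59% in these data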;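 note: 0% = DMSO wells with substrate and 100% = DMSO wells lacking glucose-6-phosphate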
Starred values were filed as active, the others as inactive; i = inactive; nt = not tested or not shown.

(1) CCOC(=O)CNC(=O)Nc1cccc(Cl)c1C
(2) CCOC(=O)N/N=C\c1ccc(OC(=O)c2ccc3c(c2)OCO3)cc1
(3) O=S(=O)(c1cc(F)cc(F)c1)N1CCN(c2ncccn2)CC1
(4) CC(C)C[C@@H](CO)N1CCNCCC1=O
(5) CCCC1CCc2c(sc(N)c2C(N)=O)C1 (stereo not drawn)
(6) c1ccc(CC2CCN(C(c3cccs3)c3nnnn3C3CCCC3)CC2)cc1 (stereo not drawn)
(7) CCOC(=O)c1sc(N)c(C(=O)OCC)c1COC(=O)C1CC(=O)N(Cc2ccco2)C1 (stereo not drawn)
(8) Cc1ccc(C)c(OCC(=O)Nc2ccccc2C(=O)N2CCOCC2)c1
entry no.,1,2,3,4,5,6,7,8
SENP8 block-1,18,9,-6,16,-246,12,-22,7
HKDC1 inhibitor,-3,2,-3,0,14,0,-6,3
SENP1 FRET inh,4,3,1,0,-39,-3,3,-1
UBC13 polyUb,7,4,0,2,-5,-4,-7,-3
SENP7 inh,-2,72*,-8,4,-7,7,2,-4
beta cell repl,0,1,1,8,-3,-3,0,-2
SENP8 block-2,-7,58*,-10,-6,-1,-2,-4,-9
SENP6 inh,-11,66*,-18,-6,-4,0,-7,-14
PfG6PD inh,-7,-3,7,-6,41,12,15,-6

(9) OCC[C@@H]1C[C@H](O)[C@@H](O)[C@@]2(CCCO2)O1
(10) COc1cc(C(=O)O[C@H]2C/C(C)=C/CC[C@]3(C)O[C@@H]3C(O)C2C(C)C)cc(OC)c1OC (stereo partly drawn)
(11) CC(C)=CCN1CCN(CCCc2ccccc2)CC1CCO (stereo not drawn)
(12) Cc1cc(C)c2nc(N3CCCC(C(=O)NCCN4CCOCC4)C3)sc2c1 (stereo not drawn)
(13) Cc1ccc(NC(=O)CSc2nnc(CNC(=O)c3ccco3)o2)cc1Cl
(14) CCOC(=O)c1ccc(-c2c(-c3ccc(OC)cc3)oc(=O)c3cc(OC)c(OC)cc23)cc1F
(15) CCCCCCN1C2=NCCN2c2ccccc21
(16) CN1N=C(C(=O)N2CCc3c([nH]c4ccccc34)C2c2ccccc2Cl)CCC1=O (stereo not drawn)
entry no.,9,10,11,12,13,14,15,16
SENP8 block-1,6,6,1,8,8,-118,14,12
HKDC1 inhibitor,-5,20,4,12,2,-3,-3,2
SENP1 FRET inh,0,0,-1,3,-4,-2,-1,-8
UBC13 polyUb,-2,6,2,-5,2,23,10,-12
SENP7 inh,0,0,10,19,-7,13,2,-5
beta cell repl,-1,5,0,-2,0,-3,-2,-4
SENP8 block-2,8,1,-4,-8,-2,-1,1,-13
SENP6 inh,1,17,0,-18,6,-6,6,1
PfG6PD inh,14,48,-3,-9,-2,7,13,-7

(17) Cc1n[nH]c(C)c1Cc1c(F)cccc1Cl
(18) COc1ccc(C(=O)NC2CCSC2=O)cc1 (stereo not drawn)
(19) Cc1cc[n+](CC(=O)Nc2ccccc2)cc1
(20) CCOc1cc(/C=C2/C(=N)N3N=C(C)SC3=NC2=O)ccc1OS(=O)(=O)c1ccc(C)cc1
(21) O=C(CCN1C(=O)[C@H]2CC=CC[C@H]2C1=O)NCc1nc(-c2ccccc2)no1
(22) CCOC(=O)c1sc(NC(=O)CN2CCCC2)c(C(=O)OCC)c1C
(23) O=C(Nc1nccs1)c1ccc(-c2ccc([N+](=O)[O-])cc2)o1
(24) O=C(NCc1ccccc1)Nc1cccn(Cc2ccc(Cl)cc2)c1=O
entry no.,17,18,19,20,21,22,23,24
SENP8 block-1,12,24,9,-14,12,12,-19,-31
HKDC1 inhibitor,0,-3,-4,13,-7,-3,-5,-5
SENP1 FRET inh,-2,-3,2,-13,-1,2,-25,1
UBC13 polyUb,6,3,-3,-8,-6,6,nt,9
SENP7 inh,-5,-6,-10,-8,-6,1,nt,4
beta cell repl,0,-1,-2,-3,0,0,nt,-3
SENP8 block-2,-1,-6,-9,-4,-7,0,nt,-2
SENP6 inh,-48,-35,-18,8,-11,11,nt,-13
PfG6PD inh,16,5,10,-12,0,12,30,6

(25) COc1ccccc1C=NN=C1c2ccccc2-c2ccccc21
(26) O=C(Cc1ccccc1F)Nc1nc(-c2cccs2)cs1
(27) CSc1cccc(NC(=O)C2C3C=CC4(O3)C2C(=O)N(CCCN2CCOCC2)C4C(=O)NC2CCCCC2)c1 (stereo not drawn)
(28) C/C(=N\NC(=S)Nc1c(C)cccc1C)c1ccc(O)cc1
(29) CCn1nnc2c(=O)oc3ccccc3c21
(30) CC1C=CC(C)C(C(=O)O)C1C(=O)O (stereo not drawn)
(31) Cc1ccc2nc(-c3ccc(NC(=O)Cc4cccs4)cc3)[nH]c2c1
(32) CN(C)N1C(N)=C(C#N)C(c2cccnc2)C2=C1CCCC2=O (stereo not drawn)
entry no.,25,26,27,28,29,30,31,32
SENP8 block-1,39,15,3,14,6,4,-263,12
HKDC1 inhibitor,-2,3,-5,-1,-7,-5,0,15
SENP1 FRET inh,2,0,2,1,-1,3,1,0
UBC13 polyUb,nt,-5,7,34,4,-17,3,12
SENP7 inh,nt,-10,-2,-2,2,-5,7,7
beta cell repl,nt,-4,-1,-2,-4,-1,-1,1
SENP8 block-2,nt,-10,-3,-3,-5,-14,-3,-1
SENP6 inh,nt,-10,-11,-1,-6,-10,-18,-9
PfG6PD inh,8,20,-2,1,9,-6,-8,-29

(33) CC(OC(=O)c1nccnc1N)C(=O)Nc1ccc(S(=O)(=O)N2CCCC2)cc1 (stereo not drawn)
(34) N#Cc1ccc(OCC(=O)N2CCN(S(=O)(=O)c3cccc(Cl)c3)CC2)cc1
(35) Cc1nnc(C)n1/N=C/c1ccc(C(=O)O)cc1
(36) COc1cc(C(=O)CSc2nnc(-c3ccc(O)cc3)n2CC2CCCO2)ccc1NC(C)=O (stereo not drawn)
(37) O=C(Nc1cccc(-c2cc3ccccc3oc2=O)c1)c1ccc(Br)o1
(38) Cc1ccc(S(=O)(=O)CCC(=O)OCc2ccc(S(=O)(=O)C(C)C)cc2)cc1
(39) Cn1c(=O)[nH]c(=O)c2c1nc1n2CC(COc2ccc3ccccc3c2)O1 (stereo not drawn)
(40) Fc1ccc(-c2csc3[n+]2CCS3)cc1
entry no.,33,34,35,36,37,38,39,40
SENP8 block-1,i,-5,13,2,-421,7,12,17
HKDC1 inhibitor,-2,-3,1,5,7,1,-1,-3
SENP1 FRET inh,-3,1,2,4,-10,2,0,2
UBC13 polyUb,0,2,1,-6,19,4,4,4
SENP7 inh,-12,-8,5,-3,7,-5,-6,4
beta cell repl,2,0,0,0,-4,1,0,-2
SENP8 block-2,-5,-11,-3,1,8,1,-6,-4
SENP6 inh,-5,-12,4,-7,1,6,-10,1
PfG6PD inh,6,12,1,0,1,14,-4,-2

(41) CC(C)c1ccc(OC(=O)c2ccc3c(=O)n4c(nc3c2)CCC4)cc1
(42) COc1ccc(-c2cc(C3CCN(c4ccc(C(C)=O)cc4[N+](=O)[O-])CC3)[nH]n2)cc1
(43) O=C(NC1CCN(C(=S)Nc2ccc(F)cc2)CC1)c1ccco1
(44) c1ccc(CN2CCN(c3ncnc4c3[nH]c3ccccc34)CC2)cc1
(45) Cc1cc(C)cc(N(CCC#N)C(=O)COC(=O)c2ccccc2SCC(=O)N2CCCC2)c1
(46) Nc1nc(-c2ccc(Br)cc2)cc(C(F)(F)F)n1
(47) Cc1c[n+]([O-])cc(C)c1Oc1ccccc1
(48) O=c1c(-c2ccco2)[n+]([O-])c2ccccc2n1OCc1c(F)cccc1F
entry no.,41,42,43,44,45,46,47,48
SENP8 block-1,-26,13,10,-235,-13,-109,20,-104
HKDC1 inhibitor,-6,-1,-2,2,10,-4,3,2
SENP1 FRET inh,-5,0,6,-25,-1,-1,3,-39
UBC13 polyUb,5,-21,0,3,-2,35,-3,-3
SENP7 inh,-5,-5,-5,-10,-9,-10,5,-4
beta cell repl,0,-6,-2,-7,-1,2,0,1
SENP8 block-2,-10,-17,-3,-3,-3,-14,5,4
SENP6 inh,-14,-18,-23,-3,-11,-12,5,-10
PfG6PD inh,3,13,-6,22,-2,5,-7,28

The last 4 records of the part before are carried over, then new ones follow:
(45) Cc1cc(C)cc(N(CCC#N)C(=O)COC(=O)c2ccccc2SCC(=O)N2CCCC2)c1
(46) Nc1nc(-c2ccc(Br)cc2)cc(C(F)(F)F)n1
(47) Cc1c[n+]([O-])cc(C)c1Oc1ccccc1
(48) O=c1c(-c2ccco2)[n+]([O-])c2ccccc2n1OCc1c(F)cccc1F
(49) O=C1CC2(CCCC2)Oc2ccccc21
(50) O=C(c1cc([N+](=O)[O-])ccc1N1CCCC1)N1CCCC1
(51) O=C(C1=C(O)C(=O)N(Cc2ccco2)C1c1cccc([N+](=O)[O-])c1)c1ccco1 (stereo not drawn)
(52) N=c1c2c(-c3ccccc3)c(-c3ccccc3)oc2ncn1CCN1CCOCC1
(53) CC(C)CN1CCN(Cc2c[nH]c3ccccc23)CC1CCO (stereo not drawn)
(54) COc1ccc(S(=O)(=O)N2CCC(=O)N2)cc1
(55) COc1ccc(CN(Cc2ccccn2)C(=O)CN2C(=O)C(C)Oc3ccccc32)cc1 (stereo not drawn)
(56) Cc1c(Cl)cccc1NC(=O)CSc1nc2c(c(=O)[nH]1)CCCC2
entry no.,45,46,47,48,49,50,51,52,53,54,55,56
SENP8 block-1,-13,-109,20,-104,15,26,13,-311,-6,34,6,nt
HKDC1 inhibitor,10,-4,3,2,-4,-4,5,5,-6,2,-8,nt
SENP1 FRET inh,-1,-1,3,-39,1,2,1,-1,-2,3,0,nt
UBC13 polyUb,-2,35,-3,-3,0,-12,-11,7,7,3,3,-14
SENP7 inh,-9,-10,5,-4,5,2,14,-1,4,0,1,-8
beta cell repl,-1,2,0,1,-2,2,-3,-5,-4,0,3,0
SENP8 block-2,-3,-14,5,4,-3,10,-4,-3,3,2,0,-11
SENP6 inh,-11,-12,5,-10,6,-10,-5,-14,0,-1,-3,-7
PfG6PD inh,-2,5,-7,28,-6,5,11,5,10,1,1,nt

4 entries already listed, ordered by the number in UBC13 polyUb, ascending.
nr	smiles	HKDC1 inhibitor	SENP1 FRET inh	UBC13 polyUb	SENP7 inh	SENP6 inh	PfG6PD inh
56	Cc1c(Cl)cccc1NC(=O)CSc1nc2c(c(=O)[nH]1)CCCC2	nt	nt	-14	-8	-7	nt
49	O=C1CC2(CCCC2)Oc2ccccc21	-4	1	0	5	6	-6
55	COc1ccc(CN(Cc2ccccn2)C(=O)CN2C(=O)C(C)Oc3ccccc32)cc1 (stereo not drawn)	-8	0	3	1	-3	1
53	CC(C)CN1CCN(Cc2c[nH]c3ccccc23)CC1CCO (stereo not drawn)	-6	-2	7	4	0	10

Next part:
(57) COc1ccc(NC(=O)CSc2ncnc3sc(C)cc23)cc1
(58) Cc1ccc2occ(/C=C/C(=O)O)c(=O)c2c1
(59) CCOc1ccc(S(=O)(=O)NCCc2ccccn2)cc1
(60) COc1ccc(S(=O)(=O)N2CCCCCC2)cc1N(C)S(=O)(=O)c1ccc(Cl)cc1
entry no.,57,58,59,60
SENP8 block-1,15,-181,8,4
HKDC1 inhibitor,-2,-5,-5,0
SENP1 FRET inh,3,0,-4,0
UBC13 polyUb,-8,8,9,2
SENP7 inh,-5,32,6,-4
beta cell repl,2,0,-1,-2
SENP8 block-2,-2,34,5,8
SENP6 inh,-32,74*,14,19
PfG6PD inh,-3,-12,-6,2

Assay outcomes from PubChem BioAssay.
